HIV peptide binding: cell-free HIV fusion peptide-binding blockers – biochemical, uHTS, fluorescence dequenching, primary screen (AID 1986) | hit rate 0.3% among 290,000 | inhibition, % at 20 µM; hits with a dose series show IC50 in µM | cell-free peptide binding, fluorescence dequenching, 30 min; higher % means a stronger effect; in the data active = inhibition mostly above about 52%, no sharp cut-off; inactive = mostly below about 76%; also: some results filed as inactive read as strong as hits
AID2073: inhibitors of Mint1-CaV2.2 protein interaction, biochemical, HTRF (AID 2073); HTRF protein-protein interaction, Mint1-CaV2.2; higher % means a stronger effect; hit rate 0.19% among 290,000; one-dose inhibition, % at 20 µM; IC50 in µM for titrated hits; in the data active = inhibition mostly above about 51%, no sharp cut-off; also: some results filed as inactive read as strong as hits
An asterisk follows results filed as active.

HIV peptide binding	AID2073	structure
-0.4%	8%	O=C(NCCc1ccccc1)C1CCCN(c2ncnc3c2nc2n3CCCCC2)C1 (centres undefined)
0.9%	-5%	CCC(=O)N1CCN(c2ccc(Cl)cc2NC(=S)NC(=O)c2ccco2)CC1
13%	15%	COc1ccc(/C=C2\SC(=S)N(CCCC(=O)Nc3cc(C)on3)C2=O)cc1OC
1.9%	-7%	COC(=O)CCCNC(=O)c1ccc2nc(Cc3ccc(OC)cc3)oc2c1
-1.0%	12%	COc1ccc(NC(=O)c2oc3ccccc3c2NC(=O)C2CC2)cc1OC
1.2%	3%	COc1cccc(N(C(=O)c2sc(C)nc2C)C(C(=O)NCC2CCCO2)c2ccccc2)c1 (centres undefined)
1.0%	-3%	CCn1c(SCc2ccc(C(=O)O)cc2)nnc1-c1ccc(Cl)cc1
2.4%	0%	CC(=O)Nc1ccc(S(=O)(=O)N2CCC(NC(=O)C(Cc3cccc(F)c3)NC(C)=O)CC2)cc1 (centres undefined)
0.0%	-8%	CCOc1ccc(C(=O)OC(C)CN2CCN(C)CC2)cc1 (centres undefined)
2.1%	22%	COc1ccc2oc(=O)c(C(=O)N3CCN(C(=O)c4ccccc4)CC3)cc2c1
0.6%	2%	CCOc1ccc(S(=O)(=O)N2CCC(C(=O)NCc3ccco3)CC2)cc1C
-0.2%	7%	CCC(C)C(NC(=O)C1CCC(C)CC1)C(=O)NCc1ccco1 (centres undefined)
2.6%	13%	COc1ccccc1CN1CC(C(=O)NCc2cnn(C)c2)CCC1=O (centres undefined)
0.5%	16%	CCOC(=O)c1ccc(-n2cc(C(=O)c3cccnc3)nn2)cc1
1.1%	12%	Cc1ccccc1S(=O)(=O)NCC1CCCO1 (centres undefined)
1.3%	-1%	O=C(c1ccoc1)N1CCCC(N2CCN(c3cccc(Cl)c3)CC2)C1 (centres undefined)
-0.4%	8%	Cc1cc(CNC(=O)C2CCC(=O)N(Cc3ccccc3F)C2)on1 (centres undefined)
0.7%	5%	COC(=O)c1cccc(C(=O)N2CCCC(C(=O)c3ccccc3OC)C2)c1 (centres undefined)
1.7%	4%	COc1ccccc1N1C(=O)CSC1=S
-1.6%	2%	Nc1nonc1-n1nnc(C(=O)N/N=C\c2ccncc2)c1CN1CCCCC1
-2.1%	14%	Cc1cc(=O)oc2cc(NC(=O)c3ccnn3C)ccc12
0.9%	42%	COc1ccc(/C(C)=N/NC(=O)c2nnn(-c3nonc3N)c2-c2cccs2)cc1
-2.2%	12%	Cc1ccc(CNS(=O)(=O)c2ccc3c(c2)NC(=O)CS3)cc1
0.0%	-2%	Cc1cc(NC(=O)CSc2nnc(CNC(=O)c3c(F)cccc3F)o2)no1
-0.7%	26%	CC(=O)c1c(C)[nH]c(C(=O)N(C)CC(=O)Nc2ccc(Cl)c(C(F)(F)F)c2)c1C
2.1%	-2%	Cc1ccc(C(=O)O)cc1NC(=O)C1=CSCCO1
1.6%	50%	COc1ccc(/C=C\C(=O)NCC(=O)N/N=C/c2cccc(OC)c2O)cc1
-0.1%	4%	COc1cccc(N2C(=O)Nc3ccc(Br)cc3C2(O)C(=O)NCCCN(C)C)c1 (centres undefined)
-3.7%	19%	NC(N)=Nc1nc(-c2ccccc2)c2cc(Cl)ccc2n1
0.9%	31%	COc1ccc2[nH]cc(CCNC(=O)CS(=O)(=O)Cc3ccccc3)c2c1
0.6%	5%	O=C(NC(Cc1ccccc1)C(=O)O)/C(=C\c1ccccc1)NC(=O)c1ccco1 (centres undefined)
-0.3%	12%	O=C(Cc1ccsc1)NNC(=O)c1cccc(Cl)c1
0.2%	-15%	CCC(=O)Nc1ccc(C(=O)OCC(=O)c2cccs2)cc1
11%	5%	Cc1cc(C)nc(OC(C(=O)O)C(OCCc2ccccc2)(c2ccc(F)cc2)c2ccc(F)cc2)n1 (centres undefined)
-2.0%	43%	Cc1oc(-c2ccc(Cl)cc2)nc1CN1CCCC(C(=O)N2CCOCC2)C1 (centres undefined)
-0.7%	10%	CCN1CCSc2ccc(C(=O)NCc3ccccc3Br)cc21
0.2%	0%	CN(CCC1CCOCC1)C(=O)CC1C(=O)NCCN1Cc1ccccc1F (centres undefined)
-0.2%	4%	CC1(c2ccc(Cl)cc2)NC(=O)N(CC(=O)NCc2ccc(F)cc2)C1=O (centres undefined)
-0.3%	23%	CC(C)C(C(=O)N1CCN(Cc2ccccc2)CC1)c1ccccc1 (centres undefined)
1.2%	-7%	CC(C)Cc1nc(SCC(=O)N2CCCCC2)c2c(=O)n(C)c(=O)n(C)c2n1
1.1%	-6%	Cc1ccc(C(=O)CSc2nc(O)cc(=O)[nH]2)cc1C
0.8%	-4%	O=C(c1cc(-c2cccc(Cl)c2)on1)N1CCN(c2ccc(F)cc2)CC1
2.3%	5%	O=C(NCCCNC(=O)c1ccccn1)c1cccc(F)c1
-0.3%	-2%	O=C(NC(=S)NC1CCS(=O)(=O)C1)c1ccccc1F (centres undefined)
1.6%	0%	C/C(=N\NC(=O)c1c(Cl)cnn1C)c1cccnc1
-0.5%	7%	CC(=O)N1CCN(c2nc3ccc([N+](=O)[O-])cc3s2)CC1
0.5%	0%	COc1ccccc1NC(=O)Nc1cccc(C)n1
0.2%	-13%	S=C(Nc1ccc(Br)cc1)NC1CCN(Cc2ccccc2)CC1
0.9%	2%	CC(=O)NC(c1ccc(Cl)cc1Cl)c1ccc2cccnc2c1O (centres undefined)
-0.2%	22%	Cc1ccc(N2N=C(C(=O)O)CCC2=O)cc1Cl
2.5%	3%	O=C(Nc1ccccc1Br)c1cc(=O)c2ccccc2o1
0.4%	-4%	COc1cc(C(=O)N2CCN(C(=O)c3cc(-c4ccc(Br)cc4)n[nH]3)CC2)cc(OC)c1OC
-1.0%	13%	O=C(O)COCC(=O)N1CCCN(c2nccc(C(F)(F)F)n2)CC1
0.4%	-4%	Cn1ccc(C(=O)N/N=C/c2ccncc2)n1
0.8%	-7%	O=C(Nc1ccnn1C1CCN(CCCc2ccccc2)CC1)c1ccccc1Cl
0.3%	22%	COc1ccccc1CNC(=O)OCc1nccnc1C(=O)Nc1ccc(Br)cn1
1.9%	16%	CSc1ccccc1OCc1cc(C(=O)N(C)Cc2ccc3nsnc3c2)no1
-1.0%	3%	O=C1CSCC(=O)N1Cc1ccc(Cl)c(Cl)c1
0.8%	1%	CCc1nc(SCc2ccccc2C#N)n[nH]1
-1.8%	18%	CCCCNc1nc2c(c(=O)n(Cc3ccccc3)c(=O)n2C)n1C

Next section
HIV peptide binding	AID2073	structure
0.7%	7%	O=C(NC1CCCCCC1)C1CCN(C(=O)c2ccc(Br)cc2)CC1
0.9%	-4%	CSCC(=O)NCC1(N(C)Cc2ccccc2)Cc2ccccc2C1
1.6%	40%	O=c1[nH]c(C2CCN(S(=O)(=O)c3ccc4c(c3)OCCO4)CC2)nc2c1nnn2Cc1ccc(F)cc1
2.9%	-1%	CC(C)(C)C(=O)CN1C(=O)NC(c2ccccc2)(c2ccccc2)C1=O
-1.0%	6%	COC(=O)c1cc(/C=C/c2ccccc2)[nH]n1
-0.8%	12%	CCOC(=O)C1(CCOc2ccccc2)CCN(Cc2ccc(O)cc2)CC1
0.3%	9%	O=C(COc1ccccc1)N=C1SC2CS(=O)(=O)CC2N1c1ccc(F)cc1F (centres undefined)
-1.0%	-1%	O=C(CN(Cc1ccc(F)cc1)C(=O)CCC(=O)Nc1ccccn1)NCCc1ccccc1
0.6%	0%	CC(NC(=O)c1ccccc1C(=O)O)c1ccc(-n2ccnc2)cc1 (centres undefined)
-0.4%	-2%	COc1ccc(NC(=O)c2csc(C)c2)cc1OC
1.4%	5%	Cc1ccc(Cl)cc1N(CC(=O)NC1CCCC1)C(=O)c1csnn1
0.3%	9%	CC1CC(C)CN(C(=O)CN(C)S(=O)(=O)c2ccc3c(c2)c(=O)n(C)c(=O)n3C)C1 (centres undefined)
0.4%	6%	O=C(COc1ccccc1Cl)Nc1ccc2oc(=O)ccc2c1
-1.2%	-43%	CC1CN(C(=S)Nc2ccccc2C(F)(F)F)CC(C)O1 (centres undefined)
2.4%	4%	COc1ccc(C)cc1S(=O)(=O)N(C)CC(=O)NCc1ccccn1
-1.0%	41%	COc1ccc(Cc2nnc(NC(=O)c3ccc(OC)cc3OC)s2)cc1
1.1%	15%	Cc1cc(C)c(C)c(OCC(O)CN2CCN(c3ccccn3)CC2)c1 (centres undefined)
-0.3%	-3%	CCC(C)Nc1nc(N)c([N+](=O)[O-])c(N2CCCCCC2)n1 (centres undefined)
-0.7%	1%	CCN(C(=O)c1ccc2c(=O)n3c(nc2c1)CCCCC3)c1cc(OC)ccc1OC
0.1%	19%	CCN1C(=O)CC(c2ccc(OC(C)C)cc2)C1=O (centres undefined)
0.4%	1%	COc1ccc(C(=O)NC(C)c2ccc(-n3ccnc3)cc2)cc1[N+](=O)[O-] (centres undefined)
2.1%	4%	COc1ccc(-c2noc(N3CCC(C(=O)NCCCN4CCC(C)CC4)CC3)n2)cc1
-0.3%	12%	CCN(C(=O)Cc1c(C(=O)O)n(CC)c2ccccc12)c1ccccc1C
-1.0%	-2%	CC(=O)c1ccc(OCC(O)CN2CCN(S(=O)(=O)c3cccc(Br)c3)CC2)cc1 (centres undefined)
-1.4%	14%	CN1CCN(c2ccc(NC(=O)c3ccccc3)cc2)CC1
1.3%	3%	O=C(CCCc1ccccc1)N1CCN(C2CCCCC2)CC1
1.5%	14%	Cn1c(=O)c2c(nc(SCc3ccc(C(=O)O)cc3)n2C)n(C)c1=O
0.7%	-10%	CCOc1ccc(NC(=S)N2CCN(S(=O)(=O)c3ccc(C)cc3)CC2)cc1
-4.7%	25%	CCc1cc(-c2n[nH]c(C)c2-c2ccccc2Cl)c(O)cc1OC
-1.7%	-4%	Cc1ccc(N=C(NO)c2cnccc2C(F)(F)F)c(C)c1
0.0%	7%	Cn1ncc(Cl)c1C(=O)N1CCN(S(=O)(=O)c2cccs2)CC1
0.9%	-8%	O=C(O)c1ccc(S(=O)(=O)N2CCCc3ccccc32)cc1
-0.4%	7%	O=c1oc(-c2ccc(Br)cc2)nc2ccccc12
-0.5%	7%	CCOc1cc(C(=O)O/N=C(\N)c2ccccn2)cc(OCC)c1OCC
-0.2%	-2%	CCN(Cc1ccccc1)S(=O)(=O)c1csc(C(N)=O)c1
-2.3%	9%	COc1cccc(N2CCN(c3ccc4nnc(CCC(=O)Nc5cc(C)ccn5)n4n3)CC2)c1
-0.1%	14%	CCC(C)NC(=O)COCc1cc(-c2ccc3c(c2)OCO3)on1 (centres undefined)
-0.6%	25%	O=C(N/N=C/c1c(F)c(F)c(F)c(F)c1F)c1cc(-c2ccccc2)nc2ccccc12
-1.6%	2%	COc1ccc(CNc2ccc3c(c2)nc(C)n3C)cc1OC
26%	13%	CC(C)CCN1C(=O)c2ccc(C(=O)Nc3ccc(O)cc3C(=O)O)cc2C1=O
-1.5%	11%	Cc1ccc(C(=O)N(C)Cc2ccccc2)cc1S(=O)(=O)N1CCOCC1
1.0%	-5%	O=S(=O)(NCC1(N2CCOCC2)CCCCC1)c1ccc(Cl)cc1C(F)(F)F
-0.9%	5%	COc1cc2c(=O)n(CC3CCCO3)c(=O)n(CC(=O)Nc3ccccc3)c2cc1OC (centres undefined)
1.1%	-6%	CC/C(C)=N/Nc1nc2c(c(=O)[nH]c(=O)n2C)n1Cc1ccccc1
-3.5%	19%	CCCCc1c(O)nc(SCC(=O)N2CCCCC2)[nH]c1=O
-0.4%	-2%	COc1ccccc1CN1CC(=O)N2CSC[C@H]2C1=O
-1.1%	6%	Cc1ccccc1C(=O)N1CCC(C(=O)Nc2ccc(C(C)C)cc2)CC1
0.7%	11%	Cc1cc(OCC(O)CNC(C)c2ccccc2)ccc1C(C)C (centres undefined)
-1.2%	0%	O=C(COc1ccc(C(=S)N2CCOCC2)cc1)N1CCOCC1
-0.7%	4%	CSc1ncc(C(=O)Nc2ccccc2)cn1
1.9%	-3%	Cc1ccccc1NC(=O)c1ccc(NC(=O)C2CCCO2)cc1 (centres undefined)

Grouped by structure: those above with fluorine
HIV peptide binding	AID2073	structure
2.4%	0%	CC(=O)Nc1ccc(S(=O)(=O)N2CCC(NC(=O)C(Cc3cccc(F)c3)NC(C)=O)CC2)cc1 (centres undefined)
-0.4%	8%	Cc1cc(CNC(=O)C2CCC(=O)N(Cc3ccccc3F)C2)on1 (centres undefined)
0.0%	-2%	Cc1cc(NC(=O)CSc2nnc(CNC(=O)c3c(F)cccc3F)o2)no1
-0.7%	26%	CC(=O)c1c(C)[nH]c(C(=O)N(C)CC(=O)Nc2ccc(Cl)c(C(F)(F)F)c2)c1C
11%	5%	Cc1cc(C)nc(OC(C(=O)O)C(OCCc2ccccc2)(c2ccc(F)cc2)c2ccc(F)cc2)n1 (centres undefined)
0.2%	0%	CN(CCC1CCOCC1)C(=O)CC1C(=O)NCCN1Cc1ccccc1F (centres undefined)
-0.2%	4%	CC1(c2ccc(Cl)cc2)NC(=O)N(CC(=O)NCc2ccc(F)cc2)C1=O (centres undefined)
0.8%	-4%	O=C(c1cc(-c2cccc(Cl)c2)on1)N1CCN(c2ccc(F)cc2)CC1
2.3%	5%	O=C(NCCCNC(=O)c1ccccn1)c1cccc(F)c1
-0.3%	-2%	O=C(NC(=S)NC1CCS(=O)(=O)C1)c1ccccc1F (centres undefined)
-1.0%	13%	O=C(O)COCC(=O)N1CCCN(c2nccc(C(F)(F)F)n2)CC1
1.6%	40%	O=c1[nH]c(C2CCN(S(=O)(=O)c3ccc4c(c3)OCCO4)CC2)nc2c1nnn2Cc1ccc(F)cc1
0.3%	9%	O=C(COc1ccccc1)N=C1SC2CS(=O)(=O)CC2N1c1ccc(F)cc1F (centres undefined)
-1.0%	-1%	O=C(CN(Cc1ccc(F)cc1)C(=O)CCC(=O)Nc1ccccn1)NCCc1ccccc1
-1.2%	-43%	CC1CN(C(=S)Nc2ccccc2C(F)(F)F)CC(C)O1 (centres undefined)
-1.7%	-4%	Cc1ccc(N=C(NO)c2cnccc2C(F)(F)F)c(C)c1
-0.6%	25%	O=C(N/N=C/c1c(F)c(F)c(F)c(F)c1F)c1cc(-c2ccccc2)nc2ccccc12
1.0%	-5%	O=S(=O)(NCC1(N2CCOCC2)CCCCC1)c1ccc(Cl)cc1C(F)(F)F

Source: PubChem (Sanford-Burnham Center for Chemical Genomics)

An excerpt. The share of hits here may be higher or lower than overall.
